# RmlCD inh 1536: M. tuberculosis RmlC/RmlD inhibition. P9WH09+P9WH11. RmlC+RmlD coupled enzyme assay, percent inhibition; primary screen in compound mixtures. inhibition, % at 3.6 µM. 160,000 compounds, 0.03% hits; in the data active = inhibition mostly above about 34%, no sharp cut-off; also: some results filed as inactive read as strong as hits
# Target sequence (P9WH09 whole entry, looked up): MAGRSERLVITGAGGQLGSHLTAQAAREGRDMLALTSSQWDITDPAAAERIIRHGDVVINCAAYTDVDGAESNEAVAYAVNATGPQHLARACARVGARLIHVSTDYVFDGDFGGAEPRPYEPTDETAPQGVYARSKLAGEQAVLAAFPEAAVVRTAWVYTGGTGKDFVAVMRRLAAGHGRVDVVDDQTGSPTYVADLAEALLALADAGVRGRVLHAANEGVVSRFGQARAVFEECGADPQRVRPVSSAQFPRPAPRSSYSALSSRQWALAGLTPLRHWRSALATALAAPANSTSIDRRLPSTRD
# Target sequence (P9WH11 whole entry, looked up): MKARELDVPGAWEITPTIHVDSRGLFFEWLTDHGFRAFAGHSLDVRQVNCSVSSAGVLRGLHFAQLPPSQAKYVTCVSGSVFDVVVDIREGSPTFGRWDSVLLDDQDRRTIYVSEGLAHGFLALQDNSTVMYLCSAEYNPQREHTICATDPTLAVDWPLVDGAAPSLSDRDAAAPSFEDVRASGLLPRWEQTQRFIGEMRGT
# GlmU inhibition: inhibition of mycobacterial GlmU enzyme – biochemical, glucosamine-1-phosphate acetyltransferase (AID 1376); M. tuberculosis GlmU acetyltransferase enzyme assay; higher % means a stronger effect; inhibition, %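 (tested at 30 µM in the primary screen)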, or IC50 in µM where a hit was titrated; 220,000 compounds, 0.25% hits; in the data active = inhibition above about 13%;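 also: 0% = complete reaction with vehicle and 100% = reaction without substrate; strong numbers were not always called active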
# * = called active by the depositor; . = not tested or not shown; & = joins results of further samples. Only part of the results is shown; rates above refer to the full screens.
SMILES,RmlCD inh 1536,GlmU inhibition
Cc1ccc(NC(=O)CCCN2C(=O)c3cccc4cccc(c34)C2=O)cc1,.,3.9%
CC(=O)Nc1ccccc1C(=O)C(=O)Nc1ccc(C)c(F)c1,-10.4,-2.7%
O=C(CO/N=C/c1ccc(OC(F)F)cc1)NC1CCCC1,.,3.8%
O=C1C2C3C=CC(C3)C2C(=O)N1CN(Cc1ccccc1)CN1C(=O)C2C3C=CC(C3)C2C1=O (centres undefined),.,-2.3%
Cc1cccc(C(=O)NC(=S)Nc2ccccc2C(F)(F)F)c1,.,1.5%
C/C(NCc1cccnc1)=C(\C#N)C(=O)NCc1ccccc1,.,2.9%
CC(C)(C)NC(=O)c1ccccc1-c1nc2ccccc2s1,-17.1,-2.7%
CCc1ccccc1NC(=O)C(C)n1nc([N+](=O)[O-])c(Br)c1C (centres undefined),.,-4.0%
O=C(Nc1ccccc1)c1nn(-c2cccc(C(F)(F)F)c2)ccc1=O,-7.8,0.2%
CC1=NN(c2ccccc2)C(=O)C1N=Nc1ccccc1 (centres undefined),5.7,-6.2%
CCCC1(C(=O)OC)NC(c2cc(OC)c(OC)c(OC)c2)C2C(=O)N(CC)C(=O)C21 (centres undefined),.,0.9%
CC(=NCCC1=CCCCC1)c1c(O)n(-c2ccccc2)c(=O)[nH]c1=O,-9.1,5.8%
O=[N+]([O-])c1ccc(/C=N/Nc2nc(N3CCOCC3)nc(N3CCOCC3)n2)cc1,-5.4,-0.3%
Nc1cc(=O)[nH]c(SCC(=O)Nc2ncc(C(F)(F)F)cc2Cl)n1,2.0,-5.1%
COc1ccccc1NC(=O)N1CCCC1C(=O)Nc1ccc2c(c1)OCO2 (centres undefined),-5.1,-1.0%
COc1ccccc1C1SCCN1C(=O)c1ccc([N+](=O)[O-])cc1 (centres undefined),1.3,-0.1%
CCOC(=O)c1sc(=S)n(C)c1NC(=O)c1ccccc1,.,1.1%
O=S(=O)(c1ccc(NC(=S)NCCC(c2ccccc2)c2ccccc2)cc1)N1CCOCC1,1.5,-3.1%
CC1CCN(c2nc(-c3ccccc3O)nc3ccccc23)CC1,7.1,4.1%
CCOCCCNC(=O)C(NC(=O)Cc1cccs1)c1ccccc1 (centres undefined),0.8,-2.9%
CCNC(=S)N1CCc2ccccc2C1,3.6,-1.6%
CS(=O)(=O)N(CC(=O)N1CCCC1)c1ccc(Cl)c(Cl)c1,-14.5,1.9%
CC(=O)CC(=O)C1C(=O)N(C)C(=O)N(C)C1=O,7.6,-2.6%
CCOc1ccc(N=C(NN)c2ccc3ccccc3n2)cc1,-6.7,3.7%
CCOC(=O)Cn1c(=O)oc2cc(S(=O)(=O)Nc3cccc(C)c3)ccc21,2.5,-6.5%

# Continued:
SMILES,RmlCD inh 1536,GlmU inhibition
COc1ccc(S(=O)(=O)O/N=C2\CCSc3ccc(C)cc32)cc1,4.9,5.6%
CC(C)Cc1nnc(NC(=O)c2ccc([N+](=O)[O-])cc2)s1,6.4,-2.8%
O=C(c1cc2ccccc2oc1=O)N(Cc1ccco1)Cc1cccs1,.,-1.2%
Cc1cccc(OC(C)C(=O)NCc2ccc(S(N)(=O)=O)cc2)c1 (centres undefined),2.9,0.2%
COc1ccc(NC(=O)c2cc3ccccc3o2)cc1,-6.1,-6.3%
COc1cc(C(CCN2CCOCC2)c2c(OC)cc(OC)c3c(C)cc(=O)oc23)cc(OC)c1OC (centres undefined),.,0.8%
Cc1ccc(C(=O)CSc2nc(N)cc(=O)[nH]2)cc1,-2.1,7.4%
COc1ccccc1/C=C(\NC(=O)c1ccc(OC)c(OC)c1)C(=O)Nc1ccc([N+](=O)[O-])cc1,1.1,-0.7%
Cc1cccc(OCCCC(=O)Nc2nccs2)c1C,.,-2.3%
NCCSc1c(-c2ccc(F)cc2)[nH]c2ccccc12,.,-5.3%
CCCC(=O)Nc1nnc(C2CCCO2)s1 (centres undefined),-6.3,-2.7%
COc1cnc(-c2ccccn2)[nH]c1=O,-10.0,.
O=C1C2C3C=CC(C3)C2C(=O)N1Cc1ccc(CN2C(=O)C3C4C=CC(C4)C3C2=O)cc1 (centres undefined),6.4,-0.7%
CCN(CC)S(=O)(=O)c1ccc(-c2ccc(S(=O)(=O)N(CC)CC)cc2)cc1,.,-1.2%
CC(C)(C)NC(=O)C(c1ccccn1)N(C(=O)C1CSC(=O)C1)c1cccc(F)c1 (centres undefined),-10.2,-2.6%
Cc1cc(N2CCc3ccccc32)n2ncnc2n1,.,-2.8%
Cc1sc2nc(CSc3nc4ccccc4c(=O)n3CCCN3CCOCC3)[nH]c(=O)c2c1C,.,1.0%
O=C(Cn1nnc(-c2ccccc2)n1)OCc1ccccc1,-0.1,-1.7%
Cn1c(=O)c2cn3ncccc3c2n(C)c1=O,0.8,-5.0%
CC(=O)C1C(c2ccc([N+](=O)[O-])cc2)C2C(C)=NN=C2CC1(C)O (centres undefined),-5.1,-6.2%
Cc1cnc(C(=O)OCC(=O)N2CCN(C(=O)c3ccco3)CC2)cn1,.,8.5%
COc1ccc(CCNC2CC(=O)N(C)C2=O)cc1OC (centres undefined),-1.5,-3.4%
COCCNCCCOc1ccc(C(C)(C)c2ccccc2)cc1,5.5,-3.5%
CC(C)CNC(=O)NC(=O)COC(=O)C1CSC2(c3ccc(F)cc3)CCC(=O)N12 (centres undefined),-14.0,7.0%
Cc1cccc(OCCC(=O)Nc2nnc(C)s2)c1,0.0,4.5%

# More records follow.
SMILES,RmlCD inh 1536,GlmU inhibition
Cc1ccccc1OCCOc1ccc([N+](=O)[O-])cc1/C=N/n1cnnc1,-4.7,-6.5%
Cc1ccc(OCCNC(=O)c2cncc(Br)c2)cc1C,-3.0,-0.5%
O=C1c2ccccc2C(O)N1c1ccc(Cl)cc1 (centres undefined),8.3,2.1%
Cc1nn(-c2ccccc2)c(C)c1/C=N/NC(=O)c1cc(C2CC2)[nH]n1,.,-0.6%
Cc1c(NS(=O)(=O)c2ccc3c(c2)OCCO3)cccc1-c1nc2cccnc2s1,8.2,0.1%
Cn1c(=O)c(-c2cc(Br)ccc2N)nc2ccccc21,14.8,1.7%
O=C(NCCc1cn2ccccc2n1)c1ccccc1F,6.0,-3.7%
COc1ccc2cc(C(=O)C3CCCN(C(=O)c4cc5nc(C)cc(C)n5n4)C3)ccc2c1 (centres undefined),.,0.4%
CC(C)(C)c1ccc(-c2nc3n(c(=O)c2C#N)CCS3)cc1,16.9,-1.6%
Clc1cccc(NC2=NCCC2)c1,0.6,0.8%
NC(=O)NCc1ccccc1,.,-0.1%
CCOC(=O)C1CCCN(C(=O)c2cc3nc(-c4ccc5c(c4)OCO5)cc(C(F)(F)F)n3n2)C1 (centres undefined),.,-1.2%
Cc1ccn(CC(C)C(=O)O)n1 (centres undefined),-6.1,4.9%
O=C(Nc1ccccc1C(=O)NC(Cc1c[nH]c2ccccc12)C(=O)O)c1ccccc1 (centres undefined),5.4,4.2%
COCCN(C(=O)c1ccco1)c1nnc(-c2ccc(OC)cc2)s1,2.0,0.2%
CCOP(=O)(c1ccccc1Cl)C1(O)CCCCC1 (centres undefined),-5.2,-1.7%
CN(C)N1C(N)=C(C#N)C(c2ccccc2)C2=C1CCCC2=O (centres undefined),-3.9,7.5%
O=C1c2ccccc2C(=O)N1c1nc2nccc(-c3ccccc3)n2n1,34.0,1.2%
Cc1cccc(NC(=O)NCC(F)(F)F)n1,-2.1,-2.4%
CC1CCCCC1NC(=O)CN(C)S(=O)(=O)c1cccc2nsnc12 (centres undefined),.,-3.5%
Cc1c(Cl)cccc1NC(=S)N1CCC(N(C)CC2CCCO2)CC1 (centres undefined),1.6,3.0%
O=C(Cc1ccccc1)Nc1ccc2oc(-c3cccnc3)nc2c1,-1.8,-2.2%
COC(=O)C1=C(C(=O)OC)[C@@H]2N(Cc3ccccc3)c3ccccc3[C@@]23C[C@@H](C(=O)OC)N(C(=O)NC2CCCCC2)C3=N1,.,5.9%
NC(=O)N1c2ccccc2C=Cc2ccccc21,.,4.2%
Cc1csc(NC(=O)c2cc[n+]([O-])cc2)n1,.,0.9%

# Part of the list above, tab-delimited.
Structure	RmlCD inh 1536	GlmU inhibition
Clc1cccc(NC2=NCCC2)c1	0.6	0.8%
NC(=O)NCc1ccccc1	.	-0.1%
CCOC(=O)C1CCCN(C(=O)c2cc3nc(-c4ccc5c(c4)OCO5)cc(C(F)(F)F)n3n2)C1 (centres undefined)	.	-1.2%
Cc1ccn(CC(C)C(=O)O)n1 (centres undefined)	-6.1	4.9%
O=C(Nc1ccccc1C(=O)NC(Cc1c[nH]c2ccccc12)C(=O)O)c1ccccc1 (centres undefined)	5.4	4.2%
COCCN(C(=O)c1ccco1)c1nnc(-c2ccc(OC)cc2)s1	2.0	0.2%
CCOP(=O)(c1ccccc1Cl)C1(O)CCCCC1 (centres undefined)	-5.2	-1.7%
CN(C)N1C(N)=C(C#N)C(c2ccccc2)C2=C1CCCC2=O (centres undefined)	-3.9	7.5%
O=C1c2ccccc2C(=O)N1c1nc2nccc(-c3ccccc3)n2n1	34.0	1.2%
Cc1cccc(NC(=O)NCC(F)(F)F)n1	-2.1	-2.4%
CC1CCCCC1NC(=O)CN(C)S(=O)(=O)c1cccc2nsnc12 (centres undefined)	.	-3.5%
Cc1c(Cl)cccc1NC(=S)N1CCC(N(C)CC2CCCO2)CC1 (centres undefined)	1.6	3.0%
O=C(Cc1ccccc1)Nc1ccc2oc(-c3cccnc3)nc2c1	-1.8	-2.2%
COC(=O)C1=C(C(=O)OC)[C@@H]2N(Cc3ccccc3)c3ccccc3[C@@]23C[C@@H](C(=O)OC)N(C(=O)NC2CCCCC2)C3=N1	.	5.9%
NC(=O)N1c2ccccc2C=Cc2ccccc21	.	4.2%
Cc1csc(NC(=O)c2cc[n+]([O-])cc2)n1	.	0.9%

# The listing continues:
SMILES,RmlCD inh 1536,GlmU inhibition
CCOc1ccc(S(=O)(=O)Nc2ccccc2C(=O)Nc2ccccc2N2CCOCC2)cc1,-4.7,3.3%
CCOC(=O)C1(Cc2ccccc2)CCN(Cc2cc(OC)c3c(c2)OCO3)CC1,6.3,-2.9%
O=C(CSc1ccc2nnc(-c3ccccc3)n2n1)NCc1ccc2c(c1)OCO2,-7.5,.
CO/N=C/c1ccc(N2CCN(C(=O)c3cccc(C(F)(F)F)c3)CC2)c([N+](=O)[O-])c1,.,-4.4%
COc1ccc(C2=NN(C(=O)c3ccc(Cl)c([N+](=O)[O-])c3)C(c3ccccc3)C2)cc1 (centres undefined),-2.0,2.5%
Cc1cc(C(=O)Nc2ccc3c(c2)OCCO3)nn1C(C)(C)C,7.2,0.7%
O=C(CCCCCCCCN1C(=O)c2ccccc2C1=O)N1CCOCC1,19.3,6.7%
CC/C(C)=N/N1C(=O)c2ccccc2NC1(C)CC (centres undefined),3.9,-0.5%
COc1ccc(OC)c(/C=C/C(=O)N(C)CC(=O)Nc2ccc(C)cc2)c1,8.6,-4.1%
COc1ccc(C(=O)Nc2ccc(Cc3ccncc3)cc2)cc1Br,-9.8,1.6%
COc1ccc(C(C#N)N2CCCCC2)cc1OC (centres undefined),9.8,9.4%
CCOC(=O)c1ccc(NC(c2ccc(N(C)C)cc2)P(=O)(OC(C)C)OC(C)C)cc1 (centres undefined),6.4,0.9%
Nc1nonc1-c1nc2ccccc2n1CC(=O)NC1CCCC1,.,7.9%
Cc1n[nH]c(C)c1S(=O)(=O)N1CCCC(C(=O)NCc2ccccc2Cl)C1 (centres undefined),.,4.7%
CCOC(=O)c1sc(NC(=S)NC(=O)c2ccccc2)c(C(=O)OCC)c1C,.,-0.1%
COc1ccc(/C=N/NC(=S)Nc2ccccc2[N+](=O)[O-])cc1O,8.7,0.5%
Cc1cc(C(=O)CSc2nnnn2C)c(C)n1CCc1ccc(Cl)cc1,.,-4.1%
COc1ccccc1CNCc1cc(Br)ccc1OC,-35.1,0.9%
CC(=O)OC(C(=O)Nc1ccccc1)C(C)S(=O)(=O)c1ccccc1 (centres undefined),17.8,5.2%
CCCC(=O)N/C(N)=N/c1nc(C)c2cc(C)ccc2n1,.,5.1%
CCCCN(CCCC)CCn1cnc2c([nH]c3ccc(OC)cc32)c1=O,7.8,1.6%
CCOC(=O)c1cnc(SCC(=O)Nc2ccccc2C(=O)OC)nc1N,.,0.0%
CCOC(=O)c1c(-c2ccc(OC)cc2)csc1NC(=O)CSc1ccccc1,.,-3.2%
CCC(CO)Nc1ccc([N+](=O)[O-])c2cccnc12 (centres undefined),.,0.6%
O=C(NCc1cccc(Br)c1)C1CC2Cn3c(nc4ccccc43)C2N1c1ccccc1 (centres undefined),.,0.7%

# Next part
SMILES,RmlCD inh 1536,GlmU inhibition
CCOc1cc(CNCCSc2nnnn2C)cc(Br)c1OCc1ccccc1,.,-3.8%
O=C(CN1CCN(c2ncccn2)CC1)N1CCCc2c1c(=O)oc1ccc(O)cc21,.,0.9%
Cc1ccc(C(=O)C(C)OC(=O)c2n[nH]c(=O)c3ccccc23)cc1 (centres undefined),14.3,-4.6%
COP(=O)(OC)c1nc(-c2cccc3ccccc23)oc1NCCc1ccccc1,-14.8,-1.5%
O=C(c1ccccc1)c1c2c(cc3sc4ccccc4[n+]13)-c1cccc3cccc-2c13,21.9,-11.9%
O=C(Nc1cc(-c2ccccc2)[nH]n1)c1ccc(Cl)cc1,10.6&-6.3,7.5%&7.6%
OCCNc1nc(N2CCCC2)nc(N2CCCC2)n1,.,1.9%
c1ccc(-n2ncc3c(N4CCN(c5ccccn5)CC4)nc(N4CCCCCC4)nc32)cc1,6.2,-2.9%
CC(C)c1ccc(NC(=S)NNc2ccc(Cl)c(C(=O)O)c2)cc1,5.7,0.6%
Cc1nc2ccc(NC(=O)c3cc(S(=O)(=O)N(C)c4ccccc4)ccc3Cl)cc2s1,15.0,-0.9%
O=C(C1CCCO1)N1CCN(C(=S)Nc2ccccc2)CC1 (centres undefined),-4.5,0.7%
COc1ccc(-c2cc(C)nc3c(-c4ccccc4)cnn23)cc1,.,-6.3%
Cc1occc1-c1nnc(SCC(=O)NCc2cccs2)n1-c1ccc(F)cc1,.,6.2%
